# PvdQ inh: P. aeruginosa PvdQ acylase inhibition. purified PvdQ acylase, fluorescence plate reader. 0.063% of 340,000 active. inhibition, % at 10 µM; in the data active = inhibition above about 30%, passing the limit was not always enough; inconclusive = no clear call, values can overlap the other calls;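 note: 0% = vehicle neutral wells and 100% = reference inhibitor wells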
# HTR5A ag: counter-screen for OPRM1-OPRD1 agonists: human HTR5A agonism. activation, % at 9.3 µM. P47898. 0.61% of 340,000 active. HTR5A agonist assay, luminescence, cell-based; in the data active = activation mostly above about 9.5%, no sharp cut-off; inactive = mostly below about 7.6%;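 note: 0% = cells with vehicle only and 100% = reference agonist; strong numbers were not always called active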
# Target sequence (P47898 whole entry, looked up): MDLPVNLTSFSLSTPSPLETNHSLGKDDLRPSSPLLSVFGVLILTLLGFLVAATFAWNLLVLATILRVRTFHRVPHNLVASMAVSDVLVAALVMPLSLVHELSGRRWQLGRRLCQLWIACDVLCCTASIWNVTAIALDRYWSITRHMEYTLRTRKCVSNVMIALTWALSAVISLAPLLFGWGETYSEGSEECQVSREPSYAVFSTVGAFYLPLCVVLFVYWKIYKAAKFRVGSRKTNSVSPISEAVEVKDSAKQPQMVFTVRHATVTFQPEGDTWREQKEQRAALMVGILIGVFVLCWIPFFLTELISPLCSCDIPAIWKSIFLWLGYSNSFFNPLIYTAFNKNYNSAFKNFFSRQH
# SR-BI DiI inh: blocks mouse SR-BI lipid uptake from DiI-HDL | 0.96% of 320,000 active | Q61009 | AID 488896 | inhibition, % at 12.5 µM | ldlA[mSR-BI] CHO cells, DiI-HDL uptake fluorescence, 3 h;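 active = mean replicate inhibition of at least 70% and a set share of replicates each scoring 70 or more; inconclusive = meets just one of the two criteria; inactive = fails both criteria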;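 note: 0% = median of neutral control wells and 100% = median of positive control wells; values of inactives mirror those of a sister screen read the other way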
# HTR5A inv ctr: HTR5A inverse agonism, opioid heterodimer counter-screen. P47898. inhibition, % at 9.3 µM. 0.083% of 340,000 active. HTR5A cell line, luminescence. AID 504634; in the data active = inhibition mostly above about 23%, no sharp cut-off; inactive = mostly below about 18%;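 note: 0% = cells with DMSO and 100% = no-cell wells with DMSO; some compounds called inactive have numbers as strong as hits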
# Wnt bcat act: Wnt/beta-catenin pathway activation; Wnt/beta-catenin reporter cell assay, activator, plate reader; activation, % at 9.35 µM; 1.2% of 300,000 active; AID 743398; in the data active = activation above about 30%, passing the limit was not always enough; inconclusive = no clear call, values can overlap the other calls;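 note: 0% = neutral control wells and 100% = positive control wells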
# dFosB act: enhances mouse delta FosB homodimer DNA binding. P13346. purified delta FosB, TAMRA-CDK5 oligo fluorescence polarization; percent of positive-control signal above neutral wells. activation, % at 25 µM. 0.99% of 340,000 active. AID 493131;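 active = mean activation above about 17%, with every replicate also reaching it, limit read from the data, passing the limit was not always enough; inconclusive = only one of the two conditions met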;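 note: fluorescence polarization rise as delta FosB binds a TAMRA Cdk5 AP-1 oligo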
# Target sequence (P13346 whole entry, looked up): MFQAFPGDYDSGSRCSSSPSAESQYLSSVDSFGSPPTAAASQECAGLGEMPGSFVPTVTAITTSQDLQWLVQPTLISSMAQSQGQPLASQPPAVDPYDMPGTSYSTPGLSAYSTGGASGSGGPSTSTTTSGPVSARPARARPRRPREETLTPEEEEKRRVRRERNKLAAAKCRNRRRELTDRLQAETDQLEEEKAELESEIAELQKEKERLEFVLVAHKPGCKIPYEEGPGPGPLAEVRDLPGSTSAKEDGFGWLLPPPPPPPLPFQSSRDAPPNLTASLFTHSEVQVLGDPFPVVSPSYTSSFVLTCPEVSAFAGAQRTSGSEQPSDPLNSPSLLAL
# MITF TRPM1 HTS: MITF TRPM1 promoter activation in melanoma cells; SK-MEL-5 TRPM1-promoter luciferase, 24 h; % of positive control, neutral wells = 0; activation, % at 12.5 µM; 0.75% of 300,000 active; AID 588334;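 active = mean activation of at least 80% with every replicate also reaching 80%; inconclusive = mean reaches 80% but some replicate falls short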;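 note: 0% = neutral control wells and 100% = parthenolide positive control wells; values of inactives mirror those of a sister screen read the other way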
# NSD2 HMT inh: inhibitors of human histone methyltransferase NSD2; O96028; NSD2 peptide methylation, AlphaScreen, 120 min; inhibition, % at 12.5 µM; 0.54% of 310,000 active; AID 743445; in the data active = inhibition above about 50%
# V-ATPase pHluor: alters yeast V-ATPase proton transport. S. cerevisiae, pHLuorin cytosolic pH fluorescence. 0.37% of 350,000 active. response, % at 10 µM; in the data active = response mostly above about 7.3%, no sharp cut-off; inactive = mostly below about 5.4%; note: actives read high; inactives centre near 0; some compounds called inactive have numbers as strong as hits; reference of the scale not given here
# CDK5 p35 inh: inhibitors of human CDK5/p35 kinase; Q00535+Q15078; Recombinant CDK5/p35, ADP-Glo luminescence, 60 min; inhibition, % at 10 µM; 0.01% of 330,000 active;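 active = highest replicate inhibition of at least 50% and at least 75% of replicates reaching 50%; inconclusive = only one of the two criteria met; inactive = both criteria failed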;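 note: plate controls were DMSO neutral control for no effect and GW8510 at 10 µM for full effect; many of its hits are not listed in these tables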
# An asterisk follows results filed as active; ? = inconclusive; . = no result given.
# Value order – PvdQ inh, HTR5A ag, SR-BI DiI inh, HTR5A inv ctr, Wnt bcat act, dFosB act, MITF TRPM1 HTS, NSD2 HMT inh, V-ATPase pHluor, CDK5 p35 inh
CC1CN(S(=O)(=O)c2cccc(C(=O)Nc3ccc4c(c3)CCC4)c2)CC(C)O1 (stereo not drawn)
  -10, -1, 40, 2, -1, -10, 0, 0, 3, -0.3
CCOc1ccc(C(C)(C)C)cc1S(=O)(=O)Nc1ccncc1
  -14, -2, 4, 7, 0, -3, 2, 0, 2, 0.5
CC(C)CN(C(=O)CCCc1nc2ccccc2c(=O)[nH]1)c1c(N)n(Cc2ccccc2)c(=O)[nH]c1=O
  -13, 1, -15, 10, -1, -3, 0, 0, -2, -1.2
CC(C)(C)n1nnnc1C(c1ccc2ncccc2c1)N1CCSCC1 (stereo not drawn)
  -24, 6, 17, 1, ., 0, 4, ., 4, -9.6
COc1ccccc1N1CC(C(=O)NC2CCCCCC2)CC1=O (stereo not drawn)
  -16, -2, -9, 7, -2, -1, 17, -2, 2, -0.8
C=CC1CN(CC(=O)OC)S(=O)(=O)c2ccccc21 (stereo not drawn)
  -24, -2, -16, 9, -5, 2, 5, ., 3, -1.3
Cn1c(CN2CCCC2)nc2cc(NC(=O)c3ccc(Cl)cc3)ccc21
  -5, 6, 47, -16, 2, 1, 26, -1, 0, 0.6
Cc1ccc([N+](=O)[O-])cc1NCC(=O)NN
  4, -4, -9, 11, -1, -3, -7, -3, -4, 0.6
Cc1ccc(S(=O)(=O)N2CCC3(CC2)OCCN3S(=O)(=O)c2c(C)cc(C)cc2C)cc1
  -11, -4, 8, -21, -4, -9, -1, -3, -2, 1.7
COCCc1nn2c(=O)cc(COC(=O)c3cc(OC)c(OC)c(OC)c3)nc2s1
  -12, 2, 10, 6, -2, -7, 7, -2, 4, 0.4
COc1ccccc1Nc1nnc(SCC(=O)NC2CCCC2)s1
  15, -2, 15, 4, 0, -16, 3, 9, 0, -1.8
CCc1ccccc1NC(=O)CSc1nc(C)c(C)o1
  -11, 0, -2, 1, -2, 7, -4, 4, 2, -2.9
CCc1cc2c(=O)n(Cc3ccco3)c(SCC(=O)NC3CCS(=O)(=O)C3)nc2s1 (stereo not drawn)
  -14, 4, -9, -10, 1, -5, -10, 10, -1, 1.1
Cc1ccc(CN2CCN(CC(=O)NC(C)c3ccc4c(c3)OCCO4)C2=O)cc1 (stereo not drawn)
  -19, -3, -15, 7, -2, -5, -7, ., -2, -1.7
CCN([C@H](CO)C(C)C)S(=O)(=O)c1ccccc1Br
  -14, -1, 6, 2, 3, 0, 19, ., 0, -1.3
O=S(=O)(c1c(Cl)sc(Cl)c1Br)N1CCCC1
  -5, 0, -12, -16, -1, -4, ., -3, 0, -0.2
Cc1nn(C(C)C(=O)NCCCc2ccccc2)c(=O)c2nn(-c3ccccc3)c(C)c12 (stereo not drawn)
  -4, 1, 6, -2, 4, -3, -16, -3, -1, -2.2
O=C1CC(c2ccc(Cl)cc2)CC(=O)C1CS(=O)(=O)c1ccccc1 (stereo not drawn)
  6, -17, 6, 7, -1, 3, 1, -2, 2, 2.5
CCn1c(SCC(=O)Nc2cc(OC)ccc2OC)nnc1C1CCCCC1
  -16, -4, -13, -6, -2, -1, 11, 1, 3, -1.1
COC(=O)Cc1c(C)nc2nc(NCc3ccc(Cl)cc3)[nH]n2c1=O
  -6, 1, -1, -14, ?, 4, ., 0, -3, -0.8
CC(=O)C(C)Sc1nnc(-c2ccccc2F)n1C1CC1 (stereo not drawn)
  -11, 3, ., -16, 1, -10, 5, ., 0, -1.4
CC(C)[C@H](NC(=O)c1ccco1)C(=O)OCC(=O)c1ccc(Br)s1
  -12, 0, 0, -1, -3, -14, -5, 0, 4, 0.4
COc1ccccc1CNCC(O)(c1ccc(Cl)cc1)c1ccc(Cl)cc1
  -11, -2, 1, 6, ., 2, 12, -1, 1, -3.6
CCCCOC(=O)C(C)Oc1ccc(=O)n(-c2ccccc2)n1 (stereo not drawn)
  6, -2, 5, 1, 5, -1, -4, ., 4, 2.2
CCC1(c2ccccc2)C(=O)N=C(N)N(C#N)C1=O (stereo not drawn)
  -3, 5, -10, -21, -1, -4, -4, -1, -3, -1.6
CCCN1C(=O)COc2ccc(C(=O)c3ccccc3C(=O)O)cc21
  -2, 5, -28, -13, -1, 4, -6, 1, 6, 0.1
O=C(CCc1ccccc1Cl)Nc1ccc(S(=O)(=O)N2CCOCC2)cc1
  3, -8, 40, 20, -3, 2, -4, 17, 4, 3.7
O=C(Oc1ccc(F)cc1C(=O)/C=C/c1cccs1)c1cccc([N+](=O)[O-])c1
  -4, -2, 10, -35, 17, -13, -26, 9, 6, -0.6
CCOC(=O)c1ccccc1NC(=O)c1ccc(Cl)c(S(=O)(=O)N2CCOCC2)c1
  -4, 1, 52, -2, -5, -12, 27, 2, -3, 1.6
CCOC(=O)c1c(C)c(C(=O)NC(C)COC)c(C)n1C (stereo not drawn)
  1, -1, -19, -6, ., -2, -3, -1, 0, -0.2

# Next section
# Value order – PvdQ inh, HTR5A ag, SR-BI DiI inh, HTR5A inv ctr, Wnt bcat act, dFosB act, MITF TRPM1 HTS, NSD2 HMT inh, V-ATPase pHluor, CDK5 p35 inh
Cc1ccc2c(c1)N(C(=O)CCC(=O)NCC(C)c1ccccc1)CC(C)O2 (stereo not drawn)
  -9, -2, 21, 6, -2, -6, -3, ., 2, 1.2
CCOC(=O)C1(Cc2cccc(OC)c2)CCN(Cc2cnc(SC)nc2)CC1
  0, ., -14, ., -1, -3, -3, -2, -1, 0.0
CCOC(=O)c1c(NC(=O)CNC2CCCCC2)sc(C)c1C
  8, -2, 18, 5, -1, -3, -5, 0, -3, 1.3
COC(=O)c1cccc(CSc2nnc(-c3ccco3)n2-c2ccccc2)c1
  -12, -5, 8, 0, ., -8, 7, 6, -3, -1.6
Cc1noc(/C=C/Nc2ccc(F)cc2F)c1[N+](=O)[O-]
  8, -1, 3, -2, 40*, 14, 47, -15, -4, 1.4
COc1cccc(C(=O)N2CCN(S(=O)(=O)Cc3ccccc3)CC2)c1OC
  -8, -1, -30, 6, ., -1, ., -1, 3, -0.2
CCCC(=O)n1nc(-c2ccco2)nc1N
  8, -6, -9, -25, ., -3, 19, 0, 4, 0.8
Cc1ccccc1NC(=O)COC(=O)CCC(=O)c1cccs1
  -14, -5, -7, 4, -1, -3, 5, -2, -3, 0.5
CCOC(=O)c1nn(-c2ccc(OCC)cc2)c2nc(-c3ccco3)c(C#N)c(=O)n12
  -12, 6, 21, -15, -3, -2, 0, -4, 4, -4.5
CC(=O)c1cnc(Oc2cc(Cl)ccc2Cl)nc1C
  -14, -4, 8, 15, -3, -7, 8, -1, 5, -0.2
O=C(Nc1cc(Cl)ccc1-n1cncn1)c1ccco1
  -9, -4, -9, -1, -4, -3, -23, 0, 4, -0.3
Cc1cc(C(=O)Cn2nc(C(=O)O)c3ccccc3c2=O)c(C)n1C1CC1
  1, 8, 6, -18, -1, 4, 67, -4, 5, 0.2
O=C(/C=C/c1cccs1)N1CCC2(CC1)Oc1ccc(F)cc1C(=O)C21CC(c2ccccc2)=NO1 (stereo not drawn)
  -1, -1, 14, -16, 0, -1, 4, ., 0, -0.3
COc1cccc(C(=O)Oc2ccc(/C=N/Nc3ccc(C(=O)O)cc3)cc2OC)c1
  -1, -1, -26, 3, 11, -2, -11, 6, -4, 2.7
O=C(NCCCN1CCOCC1)c1ccc(NS(=O)(=O)c2ccccc2)cc1
  -9, 1, -23, -15, -1, 7, 2, -4, 2, -0.2
CC(=O)c1ccc(NC(=O)CSc2ccc3nnc(-c4cccnc4)n3n2)cc1
  -9, -1, -1, 6, 0, -6, -9, 9, -1, -0.5
Cc1ccc(C(=O)N(CCc2ccccc2)Cc2ccccc2)cc1S(=O)(=O)N1CCCCC1
  -12, 0, -6, -1, -8, -2, 0, 4, 0, -3.1
CCN1C(=O)C(=O)N(CC(=O)Nc2cccc(C(F)(F)F)c2)C1=O
  -8, -3, -13, 12, 5, -8, -10, -1, -1, 2.2
Cc1ccc2nc(SCC(=O)N3CCC(Cc4ccccc4)CC3)nc(=O)n2c1
  -11, 1, -4, -2, -2, -11, 6, 0, 2, -0.2
CC(C)(C)N1CC(c2nc3ccccc3n2Cc2ccc(F)cc2)CC1=O (stereo not drawn)
  7, 4, -21, -11, -2, -5, 0, 7, 5, 0.1
CCc1nnc(NC(=O)CSc2nc(-c3ccccc3)c(-c3ccccc3)o2)s1
  -5, 2, 2, -7, 0, -3, -17, 0, 5, 0.6
O=C(Nc1ccccc1C(=O)Nc1ccccc1C(=O)O)c1ccccc1
  -11, 1, 8, -4, 2, -30, -1, -1, -1, -0.7
O=C(CN1C(=O)C2C3C=CC(C3)C2C1=O)OCC(=O)c1ccc([N+](=O)[O-])cc1 (stereo not drawn)
  18, -2, ., 7, 1, -4, ., -3, -7, 0.4
COc1ccccc1CNC(=O)COC(=O)Cc1c[nH]c2ccccc12
  -3, -5, -36, 16, 2, -3, -4, -2, -2, -0.6
O=C(N/N=C/c1cccnc1)c1cccc(NC(=O)c2cccc(Br)c2)c1
  -4, -1, 16, 2, 4, 45*, 6, 3, 0, 0.1
CCN(CC)S(=O)(=O)c1ccc(Cl)c(C(=O)NCC2CCCO2)c1 (stereo not drawn)
  6, -1, -34, 2, ., -1, 7, 3, 1, 2.0
O=C(CCc1ccccc1)NNC(=O)COc1ccc([N+](=O)[O-])cc1
  -8, -2, -13, 5, -1, -4, -5, 0, -5, -2.4

# Records listed so far marked active in dFosB act.
Compound	PvdQ inh	SR-BI DiI inh	Wnt bcat act	dFosB act	MITF TRPM1 HTS	NSD2 HMT inh	V-ATPase pHluor	CDK5 p35 inh
O=C(N/N=C/c1cccnc1)c1cccc(NC(=O)c2cccc(Br)c2)c1	-4	16	4	45*	6	3	0	0.1

# 7 consecutive records already listed, quoted:
# Value order – PvdQ inh, HTR5A ag, SR-BI DiI inh, HTR5A inv ctr, Wnt bcat act, dFosB act, MITF TRPM1 HTS, NSD2 HMT inh, V-ATPase pHluor, CDK5 p35 inh
CC1CN(S(=O)(=O)c2cccc(C(=O)Nc3ccc4c(c3)CCC4)c2)CC(C)O1 (stereo not drawn)
  -10, -1, 40, 2, -1, -10, 0, 0, 3, -0.3
CCOc1ccc(C(C)(C)C)cc1S(=O)(=O)Nc1ccncc1
  -14, -2, 4, 7, 0, -3, 2, 0, 2, 0.5
CC(C)CN(C(=O)CCCc1nc2ccccc2c(=O)[nH]1)c1c(N)n(Cc2ccccc2)c(=O)[nH]c1=O
  -13, 1, -15, 10, -1, -3, 0, 0, -2, -1.2
CC(C)(C)n1nnnc1C(c1ccc2ncccc2c1)N1CCSCC1 (stereo not drawn)
  -24, 6, 17, 1, ., 0, 4, ., 4, -9.6
COc1ccccc1N1CC(C(=O)NC2CCCCCC2)CC1=O (stereo not drawn)
  -16, -2, -9, 7, -2, -1, 17, -2, 2, -0.8
C=CC1CN(CC(=O)OC)S(=O)(=O)c2ccccc21 (stereo not drawn)
  -24, -2, -16, 9, -5, 2, 5, ., 3, -1.3
Cn1c(CN2CCCC2)nc2cc(NC(=O)c3ccc(Cl)cc3)ccc21
  -5, 6, 47, -16, 2, 1, 26, -1, 0, 0.6

# Screening results as filed in PubChem.
